# GC-A act: GC-A (human) enzyme activation. P16066. HEK293 GC-A cells, cGMP TR-FRET, EC30 ANP; 0% at EC30 ANP, 100% saturating ANP. activation, % at 10 µM. 370,000 compounds, 0.14% hits; in the data active = activation above about 40%
# ASAP1 inh: ASAP1 ArfGAP inhibition; 360,000 compounds, 0.19% hits; Q9ULH1; ASAP1-stimulated ARF1 GTP hydrolysis, GDP FP detection; inhibition, % at 16.5 µM; in the data active = inhibition above about 25%;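 note: 0% = vehicle with enzyme and substrate and 100% = no enzyme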
# KLK7 zymogen act: activators of human kallikrein-7 zymogen | purified proKLK7, EDANS-DABCYL substrate fluorescence; 100% is mature enzyme control, 0% vehicle | 370,000 compounds, 0.9% hits | activation, % at 7 µM;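 active = activation above the mean of all tested compounds plus 3 SD, computed per campaign excluding outliers beyond control limits, cut at about 13% in these data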
# GC-B act: GC-B (human) receptor activation; P20594; HEK293-GC-B cells, CNP EC30, cGMP TR-FRET; 0% at EC30 CNP, 100% saturating CNP; activation, % at 10 µM; 370,000 compounds, 0.11% hits; AID 1920062;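 active = activation at 10 µM reaching about 35% in either raw or pattern-adjusted values, limit read from the data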
# Target sequence (P20594 whole entry, looked up): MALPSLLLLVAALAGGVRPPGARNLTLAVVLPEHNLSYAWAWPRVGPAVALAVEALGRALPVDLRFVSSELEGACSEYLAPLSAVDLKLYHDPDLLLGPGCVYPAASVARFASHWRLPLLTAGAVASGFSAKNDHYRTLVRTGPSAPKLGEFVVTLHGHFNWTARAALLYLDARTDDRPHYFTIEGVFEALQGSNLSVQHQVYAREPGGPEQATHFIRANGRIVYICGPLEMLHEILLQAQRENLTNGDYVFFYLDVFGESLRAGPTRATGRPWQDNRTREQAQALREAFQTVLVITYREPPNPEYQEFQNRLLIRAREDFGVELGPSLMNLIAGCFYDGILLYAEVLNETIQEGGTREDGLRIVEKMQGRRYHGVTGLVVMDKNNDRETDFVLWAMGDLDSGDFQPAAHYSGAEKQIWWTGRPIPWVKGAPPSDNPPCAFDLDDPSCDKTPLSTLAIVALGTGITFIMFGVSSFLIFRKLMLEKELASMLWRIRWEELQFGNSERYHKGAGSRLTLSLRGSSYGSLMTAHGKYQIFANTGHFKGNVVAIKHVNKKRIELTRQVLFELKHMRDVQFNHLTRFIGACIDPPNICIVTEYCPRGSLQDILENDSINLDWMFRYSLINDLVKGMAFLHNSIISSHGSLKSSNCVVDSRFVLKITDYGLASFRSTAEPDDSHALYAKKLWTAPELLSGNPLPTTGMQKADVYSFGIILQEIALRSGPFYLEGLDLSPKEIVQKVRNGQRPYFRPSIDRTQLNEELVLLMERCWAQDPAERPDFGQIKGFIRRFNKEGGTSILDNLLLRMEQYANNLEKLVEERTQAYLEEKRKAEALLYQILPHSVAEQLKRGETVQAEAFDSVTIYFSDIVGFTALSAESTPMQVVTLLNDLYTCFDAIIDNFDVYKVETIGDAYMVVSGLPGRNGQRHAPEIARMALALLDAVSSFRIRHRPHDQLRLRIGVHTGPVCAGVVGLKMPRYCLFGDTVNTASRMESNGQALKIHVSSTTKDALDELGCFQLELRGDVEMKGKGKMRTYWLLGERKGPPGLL
# GAA850 FXN act: activators of GAA850 frataxin (FXN) promoter; HEK293 lucGAA850 FXN promoter luciferase reporter, 24 h; percent of 10 µM SAHA response; activation, % at 6 µM; 360,000 compounds, 0.56% hits; AID 540364;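 active = activation above the average of all compounds screened plus 3 SD, cutoff fixed separately per campaign, cut at about 7.5% in these data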;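 note: 0% = DMSO wells and 100% = 10 µM SAHA wells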
# rCAG RNA binder: binds r(CAG) RNA repeats | 370,000 compounds, 1.3% hits | r(CAG) RNA repeat, TO-PRO-1 dye displacement fluorescence | inhibition, % at 3 µM;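 active = inhibition above the plate cutoff, the mean of all test compounds on that plate plus 3 SD, cut at about 35% in these data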;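 note: 0% = DMSO alone and 100% = 100 µM mitoxantrone as full dye displacement; higher means more dye released from RNA so lower well fluorescence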
# HGIII-sPLA2 inh: Blocks human group III sPLA2 activity | Q9NZ20 | QFRET BODIPY PC-A2 liposome hydrolysis, fluorescence | inhibition, % at 12.2 µM | 370,000 compounds, 0.56% hits;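 active = inhibition above mean plus 3 SD of compounds lying within the high and low control bounds, cut at about 19% in these data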;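 note: 0% = median of test compound wells and 100% = no enzyme DMSO wells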
# DDE Tn6 FP inh: inhibitors of Tn6 peptide binding to human fibrin DD(E) | P02675 | 370,000 compounds, 0.21% hits | Fibrin DD(E) TRITC-Tn6 fluorescence polarization displacement | inhibition, % at 8.3 µM;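 active = inhibition above a per-campaign cutoff: mean of compounds within control limits plus 3 SD, cut at about 15% in these data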;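 note: 0% = median of all compound wells on the plate and 100% = blocking peptide control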
# ARFGAP1 inh: inhibits rat ARF GTPase activating protein 1. Q62848. Arfgap1-stimulated ARF1 GTP hydrolysis, GDP FP detection. inhibition, % at 16.5 µM. 360,000 compounds, 0.26% hits;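 active = inhibition above a per-plate limit, mean inhibition of low control wells plus 3 SD, cut at about 25% in these data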;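 note: 0% = DMSO wells with enzyme and 100% = wells lacking Arfgap1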
#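 Material: truncated rat Arfgap1 GAP domain; Incubation: compound-enzyme preincubation 20 min, reaction 120 min, detection 60 min, 25 °C; Read-out: percent inhibition of Arfgap1-stimulated GTP hydrolysis; Technique: FP, GDP Alexa 633 tracer displaced from anti-GDP antibody, 620/688 nm; Controls: No-Arfgap1 wells (100%) versus DMSO full-reaction wells (0%); Replication: single well per compound.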
# ADAM10 inh: ADAM10 inhibition, QFRET primary screen | 370,000 compounds, 0.62% hits | O14672 | recombinant ADAM10, EDANS/DABCYL FRET peptide cleavage, 3 h | inhibition, % at 7 µM;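 active = inhibition above a per-campaign cutoff equal to the mean of compounds falling between control-based bounds plus 3 SD, cut at about 20% in these data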;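 note: 0% = DMSO wells while the 100% control is not disclosed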
# Starred values were filed as active, the others as inactive; i = inactive; . = not tested or not shown.
SMILES,GC-A act,ASAP1 inh,KLK7 zymogen act,GC-B act,GAA850 FXN act,rCAG RNA binder,HGIII-sPLA2 inh,DDE Tn6 FP inh,ARFGAP1 inh,ADAM10 inh
COc1cccc2cc(-c3ccccc3)oc12,0,2,0.5,-6,1.1,1,-2,-6,-2,1
CCOc1ccccc1C(=O)N[C@H](C(=O)OCc1csc(CC(=O)Nc2ccc(C)cc2)n1)C(C)C,-6,3,0.1,-1,0.8,5,-80,7,-7,-6
O=C(NCC1COc2ccccc2O1)c1ccc(Br)s1 (stereo not given),0,-6,0.8,3,1.4,1,-1,-1,-1,-1
Cc1ccc(C)c(S(=O)(=O)N2CCCOC2CNC(=O)C(=O)NCc2ccco2)c1 (stereo not given),4,-3,-1.4,-7,1.8,3,-3,4,10,1
Cc1cccc(C)c1NC(=O)C(NC(=O)c1ccccn1)c1ccccc1[N+](=O)[O-] (stereo not given),0,4,0.2,0,0.5,-4,-1,-5,-3,0
Cc1ccc(NN2C(=O)C=C(c3ccc(Cl)cc3)C2=O)cc1,27,-7,0.2,19,9.5*,11,6,5,3,6
COC1=C(Nc2ccccc2)C(=O)c2ccccc2C1=O,-9,16,-0.7,-6,2.8,2,10,4,5,4
COc1ccc(OC)c(CNC(=O)C2CCCN(S(=O)(=O)N3CC(C)CC(C)C3)C2)c1 (stereo not given),-6,5,0.0,1,3.6,-12,-6,-1,-6,-1
COC(=O)N/N=C/c1ccc([N+](=O)[O-])s1,0,-8,0.1,-4,1.7,-1,8,5,13,-2
FC(F)(F)c1ccccc1Cc1c(-c2cccc(Cl)c2)nc2c3ccccc3ccn12,2,7,-0.4,0,.,5,-3,-3,-8,-13
O=C(Nc1ccc2ccccc2n1)c1ccc(Cl)cc1,29,-18,0.2,-3,2.7,-3,3,2,-10,-11
CCCn1c(SCC(=O)Nc2ccc(OC)cc2)nnc1-c1ccncc1,3,-16,0.1,-5,-0.4,-4,0,4,2,1
COc1ccccc1/C=N/NC(=O)c1nnn(-c2nonc2N)c1CN(C)c1ccccc1,0,23,-2.9,-3,1.4,7,-7,-4,10,16
COCc1cc(C)nc(SCC(=O)Nc2ccc(N3CCOCC3)cc2)c1C#N,-5,6,1.8,-5,1.2,4,-2,-4,7,-1
CCC(=O)c1ccc(OCC(=O)OCC(=O)N2CCc3ccccc32)cc1,-2,-10,-0.2,-5,-3.3,-2,9,-2,-4,0
Cc1cccnc1C(NC(=O)C1CCN(Cc2ccccc2)CC1)c1ccc(F)cc1 (stereo not given),-1,-7,-1.0,1,-1.5,-2,4,-3,-2,-7
Cc1nc2ccc(Cc3ccc4nc(C)[nH]c4c3)cc2[nH]1,10,-7,0.0,-2,-0.7,1,-8,-4,-15,-5
CC(C)=CCN1CCN(Cc2cc3ccccc3[nH]2)CC1CCO (stereo not given),-4,-4,-0.1,1,1.8,2,-2,0,-10,-3
O=C(Cc1ccc([N+](=O)[O-])cc1)N/N=C/c1cccnc1,6,16,0.3,7,1.4,-2,5,4,3,-3
COCCNC(=S)N(C)[C@H]1C[C@H]2c3cc(-c4ccccc4)ccc3CCN2C(=O)[C@H]1[C@H](C)O,-1,7,0.4,-1,-1.5,3,2,-5,16,-41
CN(C)c1nc(N)c([N+](=O)[O-])c(NCCO)n1,4,3,0.0,-3,3.5,0,-12,0,7,6
CCc1ccc(NC(=O)c2ccc3c(c2)C(=O)N(Cc2ccco2)C3=O)cc1,-4,5,-0.5,-6,1.2,35*,-10,-4,-1,1
Cc1cccc(C(=O)Nc2nnc(-c3ccc(C(C)(C)C)cc3)s2)c1,-3,17,-0.1,-5,0.7,1,-1,-5,-7,-2
CCOC(=O)c1sc(Nc2nc3c(F)cccc3s2)cc1C,2,8,-2.8,-9,11*,23,9,-7,2,-212
Cc1ccc(-n2c(O)c(C=NCc3ccccn3)c3ccccc3c2=O)cc1C,11,2,0.8,10,1.7,3,2,3,5,-45
SMILES,GC-A act,ASAP1 inh,KLK7 zymogen act,GC-B act,GAA850 FXN act,rCAG RNA binder,HGIII-sPLA2 inh,DDE Tn6 FP inh,ARFGAP1 inh,ADAM10 inh
COC(=O)[C@@]12CCCCN1[C@H](c1ccc(-c3cccc(Cl)c3)cc1)[C@H]1C(=O)N(C)C(=O)[C@H]12,3,-15,0.2,3,-0.4,5,7,1,-10,7
Cc1ccc(-c2nc(C3CCCN(S(=O)(=O)c4ccc(C)c(C)c4)C3)no2)cc1 (stereo not given),-2,.,-1.2,-2,.,5,9,1,.,7
COC(=O)CN(C)C1CC(=O)N(c2ccc(Cl)cc2)C1=O (stereo not given),1,-4,0.2,4,-2.3,2,0,-2,-13,-2
COc1ccc(-c2oc3ccccc3c2C(=O)OCc2ccc(O)cc2)cc1,-3,5,-13,-5,0.4,12,0,-2,12,-410
C[C@H](O)[C@@H]1C(=O)N2CCc3ccc(-c4cccc(F)c4)cc3[C@@H]2C[C@@H]1N(C)C(=O)Nc1ccccc1,-8,-6,0.8,-3,-2.3,11,-10,6,-1,-111
COc1cc(/C=C/C(=O)OCC(=O)Nc2cc(C(F)(F)F)ccc2N2CCOCC2)ccc1O,-4,7,-0.7,-2,2.9,11,-18,-1,-5,-5
O=C(O)c1ccc(Cl)c(S(=O)(=O)Nc2ccc(OCc3ccccc3)cc2)c1,1,7,-0.1,6,3.2,31,-11,1,20,2
Cc1cccc(CN(C)C[C@@H]2OCc3cnnn3CCCC(=O)N([C@@H](C)CO)C[C@H]2C)c1,1,-14,-0.2,1,-1.0,-2,10,-6,-6,-24
COc1cc(OC)c(C2=Nc3ccc(Br)cc3C(c3ccccc3)N2CC(=O)NN)cc1OC (stereo not given),-17,4,-0.5,-6,0.2,7,-8,-1,16,-2
COc1ccc(CCNC(=O)c2ccc(Cl)cc2Cl)cc1OC,-2,1,0.3,0,1.4,-3,2,-3,6,2
COc1ccc(N2CCN(C(=O)c3ccc(N(C)S(=O)(=O)c4ccc(C)cc4)cc3)CC2)cc1,-1,0,0.9,-3,0.1,-4,-7,1,-2,3
O=C(NCC1(N2CCCCC2)CCCCC1)c1cccc(S(=O)(=O)Nc2ccc(F)cc2)c1,-2,-14,0.2,0,-2.8,7,-15,6,-12,1
CCOC(=O)c1ccc(-n2cncn2)nc1,0,8,-0.5,2,3.1,0,9,1,-9,-3
O=C(O)c1ccccc1-c1cn2cc(Cl)ccc2n1,6,-10,0.3,2,3.1,-2,7,-2,7,1
CCCCOc1ccc(C(=O)NC2CCCCN(Cc3cccc(Cl)c3)C2=O)cc1 (stereo not given),-1,.,0.6,3,.,5,-2,-7,.,13
COc1ccc(/C=N/NC(=S)NCC2CCCO2)cc1 (stereo not given),-2,13,4.2,-3,0.6,-6,6,-3,5,-2
CCc1ccc(C(=O)COC(=O)CNC(=O)c2ccc(N3C(=O)c4ccccc4C3=O)cc2)cc1,3,1,0.6,3,-2.1,2,2,3,14,0
CCc1nccn1S(=O)(=O)c1cc(Br)ccc1OC,2,-7,-0.1,4,-1.6,0,-3,-4,3,-4
Cc1[nH]c2ccccc2c1CCNC(=O)CCC(=O)c1ccccc1,-1,7,-0.1,6,-0.5,1,1,0,-8,4
COc1ccc(NC(=O)CN(C)C(=O)c2cc(CN3C(=O)c4ccccc4C3=O)ccc2OC)cc1,-3,4,0.8,-2,0.8,1,-4,-4,5,2
CCOC(=O)c1c(C)[nH]c(C)c1C(=O)COC(=O)c1cccc(S(=O)(=O)NC)c1,-3,20,0.2,7,-2.0,0,-13,-2,3,1
CCN(CC)c1ccc(C=Nc2cccnc2Cl)c(O)c1,5,5,-6.3,0,-0.1,-6,4,-4,-4,-3
CC(=O)c1cccc(NC(=O)C2(C)Cc3c(-c4cccc(C(N)=O)c4)ccnc3O2)c1 (stereo not given),1,-6,-0.4,0,-2.6,-1,-1,-1,1,-5
CC(C)CC(=O)c1c[nH]c(C(=O)O)c1,2,-9,0.1,-3,0.7,0,1,2,-6,-10
COC(=O)C1=CNC=C(C(=O)OC)C1c1cccc2ccccc12,-19,16,-1.4,0,-2.1,-1,-5,8,13,i

# Part of the list above with just KLK7 zymogen act, DDE Tn6 FP inh and rCAG RNA binder.
SMILES | KLK7 zymogen act | DDE Tn6 FP inh | rCAG RNA binder
Cc1cccc(C)c1NC(=O)C(NC(=O)c1ccccn1)c1ccccc1[N+](=O)[O-] (stereo not given) | 0.2 | -5 | -4
Cc1ccc(NN2C(=O)C=C(c3ccc(Cl)cc3)C2=O)cc1 | 0.2 | 5 | 11
COC1=C(Nc2ccccc2)C(=O)c2ccccc2C1=O | -0.7 | 4 | 2

# Remaining list, next part:
SMILES,GC-A act,ASAP1 inh,KLK7 zymogen act,GC-B act,GAA850 FXN act,rCAG RNA binder,HGIII-sPLA2 inh,DDE Tn6 FP inh,ARFGAP1 inh,ADAM10 inh
CN(Cc1ccco1)c1ncnc2ccc(-c3ccccc3Cl)cc12,-1,7,-1.0,-3,3.7,4,-1,0,-7,6
c1ccc2c(Nc3nc(-c4ccncc4)nc4ccccc34)cccc2c1,-11,-8,-13,-13,-0.3,2,-1,-2,1,-18
Nc1ccc2c(c1)C(=O)c1ccc(Cl)cc1-2,-1,7,-0.1,-5,0.2,4,14,-8,0,2
N[C@@H](CCC(=O)N[C@@H](CSN=O)C(=O)NCC(=O)O)C(=O)O,1,11,0.0,4,0.1,0,0,6,6,-4
COc1ccccc1-n1c(=S)[nH]c2c(sc(=S)n2-c2ccccc2)c1=O,-1,13,0.3,1,0.6,4,3,2,-7,3
CCc1cc2c(cc3c(=O)n(CC(=O)N4CCN(C)CC4)ncn32)s1,-3,2,0.2,-2,1.1,-5,4,4,5,-3
COc1ccc(S(=O)(=O)NC(C)(C)C)cc1-c1nnc2c3ccccc3c(C)nn12,17,-7,-0.2,17,6.9,1,7,1,5,-9
CCOC(CNC(=O)c1[nH]c(C(F)(F)F)nc1-c1ccccc1)OCC,3,1,0.0,-8,.,2,4,1,-2,-18
CCCCc1c(O)nc(SCC(=O)NCC2CCCO2)[nH]c1=O (stereo not given),1,-3,-0.5,4,0.1,-2,-2,3,-5,-4
O=C(CCc1nc2ccccc2c(=O)[nH]1)OCc1ccc(-c2ccccc2)cc1,1,-12,-0.2,-6,1.6,-2,12,7,1,-3
O=S(=O)(c1cccc(C(F)(F)F)c1)c1ccc(O)cn1,0,2,-0.1,7,0.9,0,0,3,0,2
COC(=O)C(C(=O)OC)c1ncccc1[N+](=O)[O-],5,-10,-0.3,2,2.6,-3,7,-4,6,-5
CCc1nnc(NC(=O)CSc2ccc(-c3ccc(-n4cccn4)cc3)nn2)s1,-1,-8,-0.1,-2,6.8,2,5,-1,16,54*
COc1cccc(NC(=O)Nc2nc(SC(C)(C)C)ns2)c1,8,-3,0.9,19,-2.5,74*,-37,-17,7,18

# Assay outcomes: PubChem, several laboratories
